PPC-1+TRAIL kill – compounds killing PPC-1 cancer cells with TRAIL present, primary screen, TRAIL potentiator project, ATPLite luminescence, uHTS. PPC-1 cells + TRAIL, ATPLite viability luminescence. 220,000 tested, 0.41% active. cell killing (% activity), % at 4 µM. AID 1443, 2008;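 active = cell killing above 50% in the first pass at 4 µM, then a duplicate retest at 5 µM averaging 50% or more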;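 note: plate controls were cells with TRAIL plus DMSO for no effect and medium-only wells lacking cells for full effect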
Tb hexokinase – Trypanosoma brucei hexokinase 1 inhibitors, primary screen, biochemical, G6PDH-coupled NADH absorbance, MLSCN library; hexokinase 1 [Trypanosoma brucei]; recombinant TbHK1, G6PDH-coupled NADH A340; AID 1430, 2008; inhibition, % at 10 µM; 220,000 tested, 0.11% active;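 active = inhibition of 50% or more in the single-dose primary screen; inactive = inhibition below 50%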
EBV gp42 block – Epstein-Barr virus gp42 inhibitors, primary screen, biochemical, uHTS, fluorescence polarization; Glycoprotein 42 (Epstein-Barr virus (strain AG876)), Q1HVG2; Fluorescence polarization binding assay, mP read-out; inhibition, % (tested at 21.74 µM); 220,000 tested, 0.42% active; AID 1085, 2008; in the data active = inhibition above about 50%
m-calpain inh – inhibitors of pig calpain II, primary screen, biochemical, fluorogenic peptide substrate, 1536-well. purified calpain II, 30 min. inhibition, % at 16 µM. 220,000 tested, 0.37% active;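 active = inhibition above about 50%, limit read from the data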
Thrombin inh – human alpha-thrombin inhibitors, primary screen, counter-screen for coagulation protease inhibitor project, biochemical, 1536-well, fluorogenic AMC substrate | 220,000 tested, 0.26% active | Prothrombin (Homo sapiens), P00734 | inhibition, % at 5 µM | Boc-VPR-AMC fluorogenic substrate cleavage;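 active = inhibition at or above 40%; inactive = inhibition below 40%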;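 note: 0% = enzyme with no compound and 100% = wells without enzyme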
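System – human alpha-thrombin protein · Reagent – Boc-VPR-AMC substrate, 15 µM final · Compound – 5 µM single dose in 0.2% DMSO · Schedule – reaction at room temperature · Technique – AMC fluorescence at 355 nm excitation and 460 nm emission · Read-out basis – % inhibition relative to enzyme controls and enzyme-free blanks · Control set – no-compound enzyme wells and no-enzyme blanks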
KCC2 mod – KCC2 cotransporter modulators, thallium flux, primary screen, cell-based, HEK293 KCC2, FluoZin-2 fluorescence, MLSMR; Solute carrier family 12 member 5 (Homo sapiens), Q9H2X9; KCC2 cells, thallium flux FluoZin-2 fluorescence; B-score of Tl+ flux slope (higher = more flux/activation; lower = inhibition) at 10 µM; 190,000 tested, 2.2% active; AID 1456, 2008;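 active = thallium flux slope and its plate-corrected score both differing from the plate sample mean at a set confidence after two filtering rounds, in either direction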;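 note: slope of fluorescence scaled to starting intensity during 10 to 20 s after thallium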
Target sequence (Q9H2X9 whole entry, looked up): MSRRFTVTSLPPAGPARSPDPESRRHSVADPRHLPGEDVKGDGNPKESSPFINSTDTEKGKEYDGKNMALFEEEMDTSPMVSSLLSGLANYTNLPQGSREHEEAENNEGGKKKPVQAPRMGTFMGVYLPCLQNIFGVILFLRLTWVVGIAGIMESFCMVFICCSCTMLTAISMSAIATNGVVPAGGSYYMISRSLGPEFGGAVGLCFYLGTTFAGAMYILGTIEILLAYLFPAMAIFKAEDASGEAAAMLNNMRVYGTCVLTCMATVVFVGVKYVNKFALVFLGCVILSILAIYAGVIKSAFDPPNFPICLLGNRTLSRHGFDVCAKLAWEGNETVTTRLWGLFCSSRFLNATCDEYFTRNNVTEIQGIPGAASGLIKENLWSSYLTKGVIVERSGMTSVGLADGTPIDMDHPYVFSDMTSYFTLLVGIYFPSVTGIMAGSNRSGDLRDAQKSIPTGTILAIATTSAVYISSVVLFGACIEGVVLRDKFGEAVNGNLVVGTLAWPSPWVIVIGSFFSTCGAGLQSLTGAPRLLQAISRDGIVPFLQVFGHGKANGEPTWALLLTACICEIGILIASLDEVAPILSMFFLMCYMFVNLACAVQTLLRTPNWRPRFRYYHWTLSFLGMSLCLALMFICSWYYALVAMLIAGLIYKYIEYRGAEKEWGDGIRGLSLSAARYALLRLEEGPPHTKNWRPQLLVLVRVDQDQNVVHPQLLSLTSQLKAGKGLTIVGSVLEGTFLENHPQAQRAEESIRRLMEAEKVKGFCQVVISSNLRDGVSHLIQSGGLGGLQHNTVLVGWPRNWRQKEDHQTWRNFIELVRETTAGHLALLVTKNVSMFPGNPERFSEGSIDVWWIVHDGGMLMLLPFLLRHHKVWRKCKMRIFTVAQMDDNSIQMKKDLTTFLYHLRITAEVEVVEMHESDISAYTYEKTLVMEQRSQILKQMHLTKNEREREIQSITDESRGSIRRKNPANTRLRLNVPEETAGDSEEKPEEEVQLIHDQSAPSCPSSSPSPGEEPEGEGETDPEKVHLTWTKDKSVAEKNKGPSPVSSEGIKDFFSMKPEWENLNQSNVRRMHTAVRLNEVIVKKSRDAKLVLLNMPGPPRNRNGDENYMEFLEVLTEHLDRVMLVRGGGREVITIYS
TRPML3 agonist – human TRPML3 channel agonists, primary screen, cell-based, HEK293 TRPML3-YFP, Fluo-8 calcium fluorescence, 3 µM; activation, % at 3 µM; 100% = the carbachol control signal; AID 1448, 2008; Mucolipin-3 (Homo sapiens), Q8TDD5; 220,000 tested, 0.29% active;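 active = activation above its plate's cutoff, the mean activation of the plate's test wells plus 3 SD, cut at about 12% in these data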;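 note: 0% = DMSO only wells and 100% = carbachol wells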
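Material: HEK293 cells stably carrying human TRPML3-YFP; compound dosing: single dose, 3 µM final nominal compound, 0.3% DMSO final; incubation: 1-h 37 °C dye load, 5-s basal, 120-s post-compound reads; technique: Fluo-8 intracellular calcium fluorescence, excitation 470-495 nm, emission 515-575 nm; read-out basis: percent activation from peak-to-basal fluorescence ratio, scaled between DMSO and carbachol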
zfTRPN1 agonist – zebrafish TRPN1 channel agonists, primary screen, cell-based, HEK293, calcium fluorescence; transient receptor potential cation channel N1 (TRPN1/NompC), Danio rerio; HEK293 zebrafish TRPN1-YFP, Fluo-8 calcium fluorescence; 100% = response to 87 µM carbachol; activation, % at 3 µM; 220,000 tested, 0.18% active; AID 1424, 2008;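 active = activation above its plate's cutoff, the mean activation of test wells on that plate plus 3 SD, cut at about 19% in these data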;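 note: 0% = DMSO alone and 100% = 87 µM carbachol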
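Control set: carbachol 87 µM as high control, DMSO as low control; system: HEK293 stable line with zebrafish TRPN1-YFP; read-out: % activation versus carbachol response; detection: intracellular calcium fluorescence with Fluo-8; doses: single test compound dose, 3 µM nominal, 0.3% DMSO; schedule: dye 1 h 37 °C plus 30 min RT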
Furin inhibitor – human furin inhibitors, primary screen, biochemical, fluorescence intensity | P09958 | inhibition, % at 30 µM | purified furin, fluorogenic substrate cleavage | AID 463115, 2010 | 220,000 tested, 0.061% active; in the data active = inhibition above about 25%; note: inactives centre near -15
* hit, by the source's call; i = inactive; nt = not tested or not shown; [ ] = another dose, or the depositor's remark.

SMILES	PPC-1+TRAIL kill	Tb hexokinase	EBV gp42 block	m-calpain inh	Thrombin inh	KCC2 mod	TRPML3 agonist	zfTRPN1 agonist	Furin inhibitor
Cc1cccc(C(=O)O/N=C(\N)c2cccc([N+](=O)[O-])c2)c1	2	3	7	13	4	nt	1.1	0.2	-13[20 µM]
Cc1ccccc1N1CCN(C(=O)C2CCCCC2)CC1	24	5	-15	2	-9	nt	0.3	1.1	-28[20 µM]
COCCCNS(=O)(=O)c1ccc(Cl)c(C(F)(F)F)c1	23	0	-21	-38	10	0.58	0.4	-2.0	-25
CCOc1c(Nc2ccccc2O)c(=O)c1=O	2	-26	-4	-1	-5	0.52	0.6	2.0	-7
COc1ccc(NC(C)=O)cc1NC(=O)CN1CCN(c2ccccn2)CC1	10	3	-1	-40	-3	1.3	0.7	0.2	-11
COc1ccc(CCN2CN(S(=O)(=O)c3ccc(C)cc3)c3nc4ccccc4nc32)cc1OC	-6	-9	12	-11	-1	-1	0.5	-0.8	-22
COC(=O)C(NC(=O)c1ccccc1)(Nc1nccs1)C(F)(F)F (centres undefined)	7	-11	-15	-20	-8	nt	0.3	0.3	-12
Cc1nc2cc(NC(=O)COc3ccc(C#N)cc3)ccc2n1-c1ccccc1	-8	-1	-8	-2	-8	nt	0.5	0.4	-5
NC(=S)Cc1ccc(Cl)cc1Cl	5	8	-9	6	-1	-0.00095	-1.0	-3.4	-14
COc1ccc(S(=O)(=O)N2CCC(C(=O)N3CCc4ccccc4C3)CC2)cc1C	-3	-10	-10	-28	-4	-3.5*	-0.3	-2.0	-12[20 µM]
CS(=O)c1ccccc1-c1nc(-c2cccc(Cl)c2)no1 (centres undefined)	14	0	-1	46	-14	0.18	0.6	-0.7	-7
COc1cccc(C(=O)NC(=S)Nc2nnn(C)n2)c1	26	-1	-3	-5	-8	1.4	0.6	0.6	-31
Cc1ccc(CNC(=O)CNC(=S)N(Cc2ccccc2)Cc2ccccc2F)cc1	3	12	2	47	-2	-3	-0.2	-0.1	-5
CN(CCOC(=O)c1ccco1)Cc1ccccc1	3	1	2	-39	4	-0.83	-0.2	0.6	-11[20 µM]
Nc1n[nH]c(N)c1N=Nc1ccc2c(c1)OCO2	44	-3	1	24	4	1.2	0.2	-0.7	0
COc1cc(NC(=O)c2cc(-c3cccnc3)nc3ccc(Br)cc23)cc(OC)c1	38	-22	-1	-84	6	-0.92	1.9	0.4	-23
Cc1oc2c(CN3CCCC3)c(O)ccc2c(=O)c1-c1ccc(Br)cc1	-12	-25	nt	nt	-3	nt	-0.4	-0.7	-18
COc1ccc(-c2nnc(SCC(=O)N3CCOCC3)n2C)cc1OC	22	0	-12	-6	2	-0.034	0.4	-0.8	-26[20 µM]
O=C(Nc1cccc2ccccc12)c1ccccc1NS(=O)(=O)c1cccc2cccnc12	11	-6	9	-44	-11	0.12	0.7	-1.5	-21
CC(c1ccccc1)n1c(NCCCn2ccnc2)nc2c1c(=O)[nH]c(=O)n2C (centres undefined)	-16	2	-5	-38	0	-0.19	0.6	0.4	-10
C=CCN1C=CC(=C/C=C(/C#N)C(=O)OCC)C=C1	43	-1	-310	1	8	i	12*	16	-4[20 µM]
CC(=O)Nc1cccc(OCC(=O)Nc2ccc(F)cc2)c1	24	3	-2	17	1	-0.58	-1.4	-0.4	-10[20 µM]
Cc1ccc(C2NC(=S)NC3=C2N2CCC3CC2)cc1 (centres undefined)	14	-1	-18	16	-2	0.032	1.3	0.9	-14[20 µM]
CC(=O)N1CCN(Cc2nc3cc(NC(=O)c4ccc(Cl)cc4)ccc3n2C)CC1	16	-8	-5	-19	1	nt	1.1	-0.4	-9[20 µM]
Cc1cc(-c2csc(N)n2)c(C)n1C	-6	-6	-18	9	-10	-0.027	1.2	-0.3	-6[20 µM]
CCC(C)(C(=O)NC1CCCCC1)N(C(=O)c1ccccn1)c1ccc(C)cc1 (centres undefined)	-13	-9	-13	-24	-6	-0.011	0.2	0.5	-12[20 µM]
Cc1c(NC(=O)CN2C(=O)NC3(CCC(C)CC3)C2=O)c(=O)n(-c2ccccc2)n1C (centres undefined)	9	4	-5	14	-2	nt	0.7	3.1	-20
O=C(Nc1ccccc1)Oc1ccccc1N1CCOCC1	8	1	-12	-11	4	0.44	0.9	-0.1	-15
COc1ccc2oc(=Nc3cccc(F)c3)c(C(N)=O)cc2c1	25	5	-12	20	19	-0.73	-0.6	-0.2	-9
CC(=O)N(c1ccccc1)c1nc(/C=C/C(=O)O)cs1	18	-3	-5	10	-1	0.4	-1.4	1.2	-30
Cc1c(C(=O)N2CCCC2)oc2c1-c1[nH]ncc1CC2	-1	-1	-10	0	1	0.45	0.1	-1.0	-13
Cc1ccc2c(c1)nnn2C1CCN(CC(=O)NCCc2nc3ccccc3[nH]2)CC1	20	2	2	-33	-2	1.5	-0.1	0.3	-15
COC(=O)c1ccc(C23CC4(C2)[C@H](CN(CC2CCCCC2)[C@@H]4c2ccccc2)C3c2ccccc2)cc1 (some centres undefined)	18	-5	-45	-35	-1	0.54	nt	nt	-27
O=S(=O)(c1ccc(N2CCN(CCO)CC2)nc1)N1CCCCC1	8	5	-28	-3	-1	0.68	0.5	0.6	-8[20 µM]
C=CCn1cccc(/C=C/C(=O)c2ccc(C(C)(C)C)cc2)c1=S	26	-12	-1	-37	0	0.29	-0.4	-2.0	-7
Cc1cc(S(=O)(=O)N2CCN(Cc3ccc4c(c3)OCO4)CC2)cc(C)c1N1CCCC1=O	17	7	-14	5	-2	0.016	2.4	3.6	-25
O=C(COC(=O)c1sc2cc(F)ccc2c1Cl)Nc1ncc(Cl)cc1Cl	-8	0	-28	-5	-5	-0.49	0.5	1.8	-12
CC(=O)Oc1ccc(-c2cccc(C(=O)NCCCO)c2)cc1	28	7	0	-16	-1	-0.77	0.8	2.8	-15
CCOC(=O)C(Cc1c(F)cccc1Cl)c1ccno1 (centres undefined)	-1	-1	-12	13	2	-2.1	-0.6	-2.5	-25
CCCCOC(=O)C1=C(C)Nc2ncnn2C1c1cc(OC)ccc1OC (centres undefined)	26	19	-12	-18	2	0.021	-1.6	-0.5	-5

Some of the entries so far, in CSV form:
SMILES,PPC-1+TRAIL kill,Tb hexokinase,EBV gp42 block,m-calpain inh,Thrombin inh,KCC2 mod,TRPML3 agonist,zfTRPN1 agonist,Furin inhibitor
CCOC(=O)C(Cc1c(F)cccc1Cl)c1ccno1 (centres undefined),-1,-1,-12,13,2,-2.1,-0.6,-2.5,-25
COC(=O)c1ccc(C23CC4(C2)[C@H](CN(CC2CCCCC2)[C@@H]4c2ccccc2)C3c2ccccc2)cc1 (some centres undefined),18,-5,-45,-35,-1,0.54,nt,nt,-27
Cc1c(C(=O)N2CCCC2)oc2c1-c1[nH]ncc1CC2,-1,-1,-10,0,1,0.45,0.1,-1.0,-13
O=C(COC(=O)c1sc2cc(F)ccc2c1Cl)Nc1ncc(Cl)cc1Cl,-8,0,-28,-5,-5,-0.49,0.5,1.8,-12

Record cards, from the list above:
Entry for Cc1oc2c(CN3CCCC3)c(O)ccc2c(=O)c1-c1ccc(Br)cc1 = PPC-1+TRAIL kill = -12; Tb hexokinase = -25; EBV gp42 block = nt; m-calpain inh = nt; Thrombin inh = -3; KCC2 mod = nt; TRPML3 agonist = -0.4; zfTRPN1 agonist = -0.7; Furin inhibitor = -18
Entry for CS(=O)c1ccccc1-c1nc(-c2cccc(Cl)c2)no1 (centres undefined) = PPC-1+TRAIL kill = 14; Tb hexokinase = 0; EBV gp42 block = -1; m-calpain inh = 46; Thrombin inh = -14; KCC2 mod = 0.18; TRPML3 agonist = 0.6; zfTRPN1 agonist = -0.7; Furin inhibitor = -7
Entry for CCOc1c(Nc2ccccc2O)c(=O)c1=O = PPC-1+TRAIL kill = 2; Tb hexokinase = -26; EBV gp42 block = -4; m-calpain inh = -1; Thrombin inh = -5; KCC2 mod = 0.52; TRPML3 agonist = 0.6; zfTRPN1 agonist = 2.0; Furin inhibitor = -7

Next section.
SMILES	PPC-1+TRAIL kill	Tb hexokinase	EBV gp42 block	m-calpain inh	Thrombin inh	KCC2 mod	TRPML3 agonist	zfTRPN1 agonist	Furin inhibitor
CCOC(=O)C1CCN(c2nc3c(C)cccn3c(=O)c2/C=C(\C#N)S(=O)(=O)c2ccccc2)CC1	-1	-16	-20	-20	-2	-1	1.2	0.0	4
COc1cc(-c2nnc(-c3ccco3)o2)ccc1OCc1ccccc1	1	-5	-2	-238	-2	-1.1	-0.3	-0.9	-7
Cc1csc2c(=O)sc(NC(=O)c3cccs3)nc12	19	-16	-7	-26	1	0.49	0.9	2.4	-5
Cc1cc(N2CCN(C)CC2)nc2ccc(NC(=S)N3CCC4(CC3)OCCO4)cc12	6	-7	-5	-28	-4	0.025	0.9	2.2	-27
Cn1ccnc1SCC(=O)Nc1cccc(S(=O)(=O)N2CCCCCC2)c1	23	2	-3	7	-6	0.055	1.4	2.1	-20
c1cnc2ccc(C(c3nnnn3C3CCCCC3)N3CCCCC3)cc2c1 (centres undefined)	13	3	-15	11	4	-0.79	-0.8	-1.8	-12[20 µM]
COc1ccc(C)cc1NC(=O)C1CCCCC1C(=O)O (centres undefined)	9	0	-11	-2	2	-0.0087	1.0	1.7	-24
FC(F)(F)c1cccnc1N1CCN(c2ncnc3nc[nH]c23)CC1	24	0	-2	-13	-7	-1.5	-0.1	2.8	-10
O=C(NCc1ccco1)c1cccc(NC(=O)c2ccco2)c1	-14	0	-17	-57	3	nt	0.7	0.0	-21[20 µM]
Cc1ccc(Nc2nc(N)nc(CSc3nccn3C)n2)cc1	32	4	-3	-33	2	nt	-0.6	-0.6	-14[20 µM]
Cn1c(SCC(=O)Nc2cccc(NC(=O)c3cccs3)c2)nnc1-c1ccncc1	-5	10	-5	-1	-3	-0.2	-1.1	-1.7	-26
O=C(CNC(=O)c1ccccc1Cl)OC1CCOC1=O (centres undefined)	6	-5	-2	-15	-7	-0.46	0.6	-1.3	-18
CCn1c2ccccc2c2cc(NC(=O)Nc3ccc([N+](=O)[O-])cc3C)ccc21	-11	-6	-9	-7	0	nt	1.1	2.7	-15
Cc1ccc(C)c(C(=O)CSc2n[nH]c(C)n2)c1	15	0	-27	-10	-19	0.045	0.2	-0.7	-19

Screens: PubChem BioAssay, several laboratories
